High-throughput results: PubChem, several laboratories
CHRM5 PAM: potentiates acetylcholine response at human M5 receptor. P08912. activation, % at 3 µM. 360,000 tested, 0.3% active. AID 624038. CHO-K1 hM5, Fluo-8 calcium, ACh EC20 PAM; 0% = ACh EC20, 100% = ACh EC100;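 active means activation above the run cutoff, the mean activation of all test compounds plus 3 SD, cut at about 18% in these data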
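Test system: CHO-K1 hM5 cells / Doses: single-point, 3 µM nominal / Times: Post-acetylcholine fluorescence recording 140 s / Technique: Fluo-8 calcium fluorescence / Measure: Max/basal fluorescence ratio as % of EC20–EC100 ACh window / Benchmarks: low control EC20 acetylcholine (0%), high control EC100 acetylcholine (100%) / Replicates: one well per compound, no replicates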
CHO-K1 Ca PAM: M1 PAM counterscreen hit in parental CHO-K1 cells. activation, % at 3 µM. ATP EC20, Fluo-8 calcium fluorescence; 0% at ATP EC20, 100% at ATP max. 360,000 tested, 0.02% active;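 active means activation above the run cutoff, the mean activation of all test compounds plus 3 SD, cut at about 40% in these data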;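 further: peak over basal fluorescence ratio in a 140 s read after ATP addition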
M5 ag: CHRM5 agonism in calcium assay; CHO-K1 hM5 cells, Fluo-8 calcium fluorescence; 0% DMSO wells, 100% maximal acetylcholine response; activation, % at 3 µM; 360,000 tested, 0.19% active; AID 624037;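 active means activation above the run's mean over test compounds plus 3 SD, cut at about 23% in these data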;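 further: signal is peak over basal fluorescence ratio across the kinetic read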
TAAR1 antag: antagonists of human TAAR1 | CHO RD-HGA16 TAAR1, Fluo-8 calcium fluorescence, antagonist | 360,000 tested, 1.5% active | inhibition, % at 3 µM | AID 624466;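 active means inhibition above a per-plate cutoff, the mean inhibition of test compounds on that plate plus 3 SD, cut at about 49% in these data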;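 further: 0% = DMSO plus EC80 beta-PEA response and 100% = DMSO alone without agonist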
Target sequence (Q96RJ0 whole entry, looked up): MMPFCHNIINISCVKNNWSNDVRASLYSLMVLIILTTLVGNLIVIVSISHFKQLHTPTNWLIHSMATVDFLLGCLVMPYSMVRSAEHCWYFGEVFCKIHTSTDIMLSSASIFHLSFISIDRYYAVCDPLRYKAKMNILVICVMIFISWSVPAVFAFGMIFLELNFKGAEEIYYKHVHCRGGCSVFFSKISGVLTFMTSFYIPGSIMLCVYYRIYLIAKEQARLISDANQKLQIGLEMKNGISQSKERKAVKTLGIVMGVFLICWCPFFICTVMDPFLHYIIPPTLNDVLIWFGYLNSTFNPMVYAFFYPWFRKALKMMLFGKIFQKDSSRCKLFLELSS
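System: RD-HGA16 CHO cells with stable hTAAR1 and Gα16 | Probe or stimulus: EC80 β-phenethylamine stimulus | Dosing: 3 µM, single point | Times: Dye loading 75 min at 37 °C, then 30 min room temperature | Measured by: Fluo-8 calcium-sensitive fluorescence | Read-out basis: % inhibition of agonist calcium response | Replicates: n of 1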
TAAR1 agonist: agonists of human TAAR1; Q96RJ0; CHO RD-HGA16 TAAR1, Fluo-8 calcium fluorescence; vehicle wells 0%, saturating PEA agonist 100%; activation, % at 3 µM; 360,000 tested, 0.99% active; AID 624467;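 active means activation above the mean activation of all test compounds in the run plus 3 SD, cut at about 38% in these data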
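System: CHO RD-HGA16 cells carrying human TAAR1 plus Gα16; Incubation: 17-24 h seeding, 75 min 37 °C dye, 30 min RT; Measured by: Fluo-8 fluorescence, 5 s baseline then 140 s kinetic read; Control set: DMSO and PEA EC100; Replication: single well for each compound.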
CRFBP-R2 block: antagonists of CRF-binding protein/CRF-R2 receptor complex | HEK293 CRF-R2/CRF-BP, CRF-induced calcium fluorescence | inhibition, % at 11.8 µM | 350,000 tested, 0.59% active;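 active means inhibition of the ligand-induced calcium signal above about 50% at the single tested concentration, limit read from the data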
CHRM5 antagonist: antagonists of human muscarinic M5 receptor (CHRM5); P08912; CHO-hM5 cells, Fluo-8 calcium fluorescence, ACh EC80; inhibition, % at 3 µM; 360,000 tested, 0.59% active;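 active means inhibition above a per-plate cutoff, the mean of that plate's test compounds plus 3 SD, cut at about 27% in these data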;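 further: 0% = acetylcholine EC80 with DMSO and 100% = DMSO without agonist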
M4 PAM: CHRM4 positive allosteric modulation. P08173. CHO-K1 hM4/Gqi5, Fluo-8 calcium fluorescence, ACh EC20; 0% = ACh EC20, 100% = maximal ACh. activation, % at 3 µM. 360,000 tested, 0.4% active;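 active means activation above its plate's cutoff, the mean activation of sample wells plus 3 SD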; further: some results filed as inactive read as strong as hits
Target sequence (P08173 whole entry, looked up): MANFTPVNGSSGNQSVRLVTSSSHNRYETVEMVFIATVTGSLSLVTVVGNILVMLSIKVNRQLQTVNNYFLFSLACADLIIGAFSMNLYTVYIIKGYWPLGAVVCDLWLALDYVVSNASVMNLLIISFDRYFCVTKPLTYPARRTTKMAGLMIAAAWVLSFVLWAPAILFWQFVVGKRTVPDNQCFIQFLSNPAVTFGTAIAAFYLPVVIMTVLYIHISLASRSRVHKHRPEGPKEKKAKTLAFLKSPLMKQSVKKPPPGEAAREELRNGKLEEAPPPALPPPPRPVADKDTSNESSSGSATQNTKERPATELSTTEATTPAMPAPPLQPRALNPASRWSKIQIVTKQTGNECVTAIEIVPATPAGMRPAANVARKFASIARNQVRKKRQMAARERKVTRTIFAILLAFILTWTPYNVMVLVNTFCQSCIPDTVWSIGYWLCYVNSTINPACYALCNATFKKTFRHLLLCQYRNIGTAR
CRFBP-R2 agonist: CRF-BP/CRF-R2 complex agonism; activation, % at 13.2 µM; AID 588473; HEK293 CRF-R2/CRF-BP, calcium dye fluorescence (FLIPR); percent of saturating CRF peptide response; 350,000 tested, 0.46% active;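 active means activation of at least 50%, plus an integration ratio under a set limit after plate pattern correction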;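 further: plate controls were neutral control wells without compound for no effect and CRF at EC100 for full effect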
Starred values were filed as active, the others as inactive.

Results for CC(CC(=O)N1CCN(c2ccccc2)CC1)S(=O)(=O)c1ccc2c(c1)NC(=O)CO2 (stereo not drawn) ?
CHRM5 PAM: -5; CHO-K1 Ca PAM: -22; M5 ag: 1; TAAR1 antag: 53*; TAAR1 agonist: 17; CRFBP-R2 block: -4; CHRM5 antagonist: 9; M4 PAM: -12; CRFBP-R2 agonist: -1.7

What do the screens show for `Cc1ccc(C(=O)Nc2cccc(C(=O)O)c2)cc1S(=O)(=O)N1CCOCC1`?
CHRM5 PAM: -5; CHO-K1 Ca PAM: -8; M5 ag: -1; TAAR1 antag: 2; TAAR1 agonist: -3; CRFBP-R2 block: 15; CHRM5 antagonist: 13; M4 PAM: -4; CRFBP-R2 agonist: 1.6

How did O=C(NCc1cccs1)C1CC(c2ccccc2O)=NO1 (stereo not drawn) do in these assays?
CHRM5 PAM: -4; CHO-K1 Ca PAM: -5; M5 ag: 2; TAAR1 antag: -11; TAAR1 agonist: 2; CRFBP-R2 block: 28; CHRM5 antagonist: 14; M4 PAM: -4; CRFBP-R2 agonist: -2.0

What do the screens show for `O=C(Cn1c(=O)n(Cc2ccc(F)cc2)c(=O)c2ccccc21)NCC1CCCO1` (stereo not drawn)?
CHRM5 PAM: 5; CHO-K1 Ca PAM: 15; M5 ag: 0; TAAR1 antag: -2; TAAR1 agonist: -3; CRFBP-R2 block: -1; CHRM5 antagonist: 1; M4 PAM: 7; CRFBP-R2 agonist: 1.0

Results for CCc1ccc(CN2CCCC(C(=O)Nc3ccccc3-c3ccc(OC)cc3)C2)o1 (stereo not drawn) ?
CHRM5 PAM: -9; CHO-K1 Ca PAM: -2; M5 ag: -5; TAAR1 antag: 30; TAAR1 agonist: 19; CRFBP-R2 block: -6; CHRM5 antagonist: 5; M4 PAM: -1; CRFBP-R2 agonist: -1.2

Results for O=c1[nH]cc(C=NNc2ccccc2)c(=O)[nH]1 ?
CHRM5 PAM: 3; CHO-K1 Ca PAM: -1; M5 ag: 3; TAAR1 antag: -4; TAAR1 agonist: 0; CHRM5 antagonist: -1; M4 PAM: 3

How did CCn1c(CSc2nncn2-c2ccc(OC)cc2)nc2cc(S(=O)(=O)N(C)C)ccc21 do in these assays?
CHRM5 PAM: 1; CHO-K1 Ca PAM: 18; M5 ag: -3; TAAR1 antag: -12; TAAR1 agonist: 2; CRFBP-R2 block: 5; CHRM5 antagonist: 3; M4 PAM: -8; CRFBP-R2 agonist: 0.4

What do the screens show for `O=C(Cc1n[nH]c(=O)[nH]c1=O)N/N=C/CCc1ccccc1`?
CHRM5 PAM: 3; CHO-K1 Ca PAM: 19; M5 ag: -2; TAAR1 antag: 4; TAAR1 agonist: 1; CRFBP-R2 block: -6; CHRM5 antagonist: -4; M4 PAM: 11; CRFBP-R2 agonist: -0.8

How did CCCN(C(=O)Cc1nc(N)n[nH]1)C1(C(=O)Nc2c(C)cccc2C)CCCCC1 do in these assays?
CHRM5 PAM: -2; CHO-K1 Ca PAM: 1; M5 ag: 0; TAAR1 antag: -3; TAAR1 agonist: 1; CRFBP-R2 block: 0; CHRM5 antagonist: -3; M4 PAM: 17; CRFBP-R2 agonist: 1.3

Results for CCN(CC)S(=O)(=O)c1ccc(NC(=O)CN(c2cccc(F)c2)S(C)(=O)=O)cc1 ?
CHRM5 PAM: -6; CHO-K1 Ca PAM: -6; M5 ag: 0; TAAR1 antag: 0; TAAR1 agonist: 8; CRFBP-R2 block: 5; CHRM5 antagonist: 4; M4 PAM: 2; CRFBP-R2 agonist: 1.3

How did O=C(Nc1ccccc1N1CCOCC1)c1cc2ccccc2o1 do in these assays?
CHRM5 PAM: 2; CHO-K1 Ca PAM: -1; M5 ag: -1; TAAR1 antag: 21; TAAR1 agonist: 0; CRFBP-R2 block: -46; CHRM5 antagonist: 7; M4 PAM: -5; CRFBP-R2 agonist: 1.6

What do the screens show for `Cc1cc(NC(=O)Nc2ccc(Cl)cc2)no1`?
CHRM5 PAM: -2; CHO-K1 Ca PAM: 3; M5 ag: 5; TAAR1 antag: 18; TAAR1 agonist: 22; CRFBP-R2 block: -13; CHRM5 antagonist: 1; M4 PAM: 2; CRFBP-R2 agonist: 0.9

What do the screens show for `CCc1ccc2oc(=O)cc(CN3CCN(CCO)CC3)c2c1`?
CHRM5 PAM: -2; CHO-K1 Ca PAM: 4; M5 ag: -2; TAAR1 antag: -23; TAAR1 agonist: 1; CRFBP-R2 block: -2; CHRM5 antagonist: -3; M4 PAM: -2; CRFBP-R2 agonist: 0.1

What do the screens show for `COc1ccc(C(=O)CC(=O)C(=O)Nc2ccc(Cl)cc2)cc1`?
CHRM5 PAM: -1; CHO-K1 Ca PAM: 1; M5 ag: 0; TAAR1 antag: 12; TAAR1 agonist: 28; CRFBP-R2 block: -5; CHRM5 antagonist: 3; M4 PAM: -5; CRFBP-R2 agonist: -0.6

Results for S=C(c1ccc(-c2ccccc2)o1)N1CCCCC1 ?
CHRM5 PAM: 7; CHO-K1 Ca PAM: 26; M5 ag: -1; TAAR1 antag: -25; TAAR1 agonist: -1; CRFBP-R2 block: 24; CHRM5 antagonist: -5; M4 PAM: -3; CRFBP-R2 agonist: -1.3

How did O=C(O)[C@H](Cc1ccccc1)NC(=O)C(c1ccccc1)(c1ccccc1)c1ccccc1 do in these assays?
CHRM5 PAM: -1; CHO-K1 Ca PAM: 17; M5 ag: 0; TAAR1 antag: -2; TAAR1 agonist: 7; CRFBP-R2 block: 7; CHRM5 antagonist: 12; M4 PAM: 8; CRFBP-R2 agonist: 1.6

Results for CCn1nnnc1NC(=O)c1cc(OC)c(OC)c(OC)c1 ?
CHRM5 PAM: 4; CHO-K1 Ca PAM: 14; M5 ag: -1; TAAR1 antag: -24; TAAR1 agonist: 5; CRFBP-R2 block: 5; CHRM5 antagonist: 6; M4 PAM: -4; CRFBP-R2 agonist: -1.4

Results for Cc1cc(N2CCCC2=O)cc(C)c1S(N)(=O)=O ?
CHRM5 PAM: -7; CHO-K1 Ca PAM: -6; M5 ag: 0; TAAR1 antag: -8; TAAR1 agonist: 5; CRFBP-R2 block: 2; CHRM5 antagonist: 3; M4 PAM: 5; CRFBP-R2 agonist: -0.9

What do the screens show for `CS(=O)(=O)c1ccc(-c2csc(C(O)(c3ccccc3)C(F)(F)F)n2)cc1` (stereo not drawn)?
CHRM5 PAM: -6; CHO-K1 Ca PAM: 3; M5 ag: 1; TAAR1 antag: 34; TAAR1 agonist: 7; CHRM5 antagonist: 3; M4 PAM: -2

Results for N#Cc1cc2c(nc1SCC(=O)O)CCCC2 ?
CHRM5 PAM: 8; CHO-K1 Ca PAM: 8; M5 ag: -7; TAAR1 antag: -5; TAAR1 agonist: 10; CRFBP-R2 block: 8; CHRM5 antagonist: -5; M4 PAM: 0; CRFBP-R2 agonist: 2.3

How did O=C(/C(=C(\O)c1ccccc1)c1nc2ccccc2[nH]1)c1ccccc1 do in these assays?
CHRM5 PAM: -12; CHO-K1 Ca PAM: 8; M5 ag: 4; TAAR1 antag: 24; TAAR1 agonist: 3; CRFBP-R2 block: -10; CHRM5 antagonist: 14; M4 PAM: -21; CRFBP-R2 agonist: -2.0

What do the screens show for `Cc1ccc(NC(=O)CSc2nnc(-c3cc(C)on3)o2)cc1`?
CHRM5 PAM: 4; CHO-K1 Ca PAM: 10; M5 ag: -3; TAAR1 antag: 6; TAAR1 agonist: 1; CRFBP-R2 block: 1; CHRM5 antagonist: 7; M4 PAM: -1; CRFBP-R2 agonist: -1.2

Results for Cc1nnc(SCC(=O)N2CCN(c3ccccc3)CC2)n(N)c1=O ?
CHRM5 PAM: -1; CHO-K1 Ca PAM: 7; M5 ag: 0; TAAR1 antag: -7; TAAR1 agonist: 1; CRFBP-R2 block: 4; CHRM5 antagonist: 12; M4 PAM: -6; CRFBP-R2 agonist: -1.4

What do the screens show for `CCOC(=O)c1ccc(-n2c(CCC(=O)O)ccc2-c2cccs2)cc1`?
CHRM5 PAM: 1; CHO-K1 Ca PAM: 10; M5 ag: -1; TAAR1 antag: 5; TAAR1 agonist: 4; CRFBP-R2 block: 0; CHRM5 antagonist: -8; M4 PAM: -7; CRFBP-R2 agonist: -2.0

How did COc1ccc(C2=NS(=O)(=O)N(C)C(C(=O)NC3CCCC3)=C2)cc1OC do in these assays?
CHRM5 PAM: -3; CHO-K1 Ca PAM: 11; M5 ag: 2; TAAR1 antag: -3; TAAR1 agonist: 2; CRFBP-R2 block: 11; CHRM5 antagonist: 7; M4 PAM: -2; CRFBP-R2 agonist: -1.5

What do the screens show for `O=C1CSC(c2ccccc2)N1c1ccc(F)cc1F` (stereo not drawn)?
CHRM5 PAM: -2; CHO-K1 Ca PAM: 16; M5 ag: -7; TAAR1 antag: 3; TAAR1 agonist: 3; CRFBP-R2 block: 8; CHRM5 antagonist: 4; M4 PAM: -5; CRFBP-R2 agonist: -1.8

What do the screens show for `CC#CC(=O)NC1CCCN(C2Cc3ccccc3C2)C1` (stereo not drawn)?
CHRM5 PAM: 0; CHO-K1 Ca PAM: 16; M5 ag: -5; TAAR1 antag: -9; TAAR1 agonist: 1; CRFBP-R2 block: 1; CHRM5 antagonist: 9; M4 PAM: -1; CRFBP-R2 agonist: 0.7

Arranged by formula weight (low to high): some entries from above
What do the screens show for `CC#CC(=O)NC1CCCN(C2Cc3ccccc3C2)C1` (stereo not drawn)?
CHRM5 PAM: 0; CHO-K1 Ca PAM: 16; M5 ag: -5; TAAR1 antag: -9; TAAR1 agonist: 1; CRFBP-R2 block: 1; CHRM5 antagonist: 9; M4 PAM: -1; CRFBP-R2 agonist: 0.7

What do the screens show for `Cc1ccc(NC(=O)CSc2nnc(-c3cc(C)on3)o2)cc1`?
CHRM5 PAM: 4; CHO-K1 Ca PAM: 10; M5 ag: -3; TAAR1 antag: 6; TAAR1 agonist: 1; CRFBP-R2 block: 1; CHRM5 antagonist: 7; M4 PAM: -1; CRFBP-R2 agonist: -1.2

What do the screens show for `COc1ccc(C(=O)CC(=O)C(=O)Nc2ccc(Cl)cc2)cc1`?
CHRM5 PAM: -1; CHO-K1 Ca PAM: 1; M5 ag: 0; TAAR1 antag: 12; TAAR1 agonist: 28; CRFBP-R2 block: -5; CHRM5 antagonist: 3; M4 PAM: -5; CRFBP-R2 agonist: -0.6

How did O=C(O)[C@H](Cc1ccccc1)NC(=O)C(c1ccccc1)(c1ccccc1)c1ccccc1 do in these assays?
CHRM5 PAM: -1; CHO-K1 Ca PAM: 17; M5 ag: 0; TAAR1 antag: -2; TAAR1 agonist: 7; CRFBP-R2 block: 7; CHRM5 antagonist: 12; M4 PAM: 8; CRFBP-R2 agonist: 1.6
